CSN deneddyl inh: blocks human CSN-mediated cullin deneddylation; 360,000 tested, 0.38% active; Purified CSN, SCF-Nedd8-OG deneddylation, fluorescence polarization; Q92905; inhibition, % at 12.5 µM;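 active = pattern-corrected inhibition above about 35%, with an unprinted fluorescence ratio check between 0.5 and 1.5, limit read from the data, passing the limit was not always enough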;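 note: 0% = enzyme with substrate and 100% = substrate without enzyme; some results filed as inactive read as strong as hits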
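Assay system: purified human Csn5 enzyme expressed in HEK293T cells; measure: % inhibition; also added: SCFSkp2-Nedd8OG substrate at 10 nM final; technique: fluorescence polarization; times: reaction 90 min, room temperature; medium: Tris buffer pH 7.5, NaCl, DTT, Tween-20, trehalose, ovalbumin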
PABP1 MLLE inh: inhibitors of microRNA-mediated deadenylation, human PABP1 MLLE binding; AID 588489; 360,000 tested, 0.36% active; GST-MLLE / FITC-PAM2 fluorescence polarization; P11940; inhibition, % at 20 µM; in the data active = inhibition above about 35%, passing the limit was not always enough;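 note: plate controls were DMSO wells with GST-MLLE for no effect and wells lacking GST-MLLE protein for full effect; some results filed as inactive read as strong as hits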
Target sequence (P11940 whole entry, looked up): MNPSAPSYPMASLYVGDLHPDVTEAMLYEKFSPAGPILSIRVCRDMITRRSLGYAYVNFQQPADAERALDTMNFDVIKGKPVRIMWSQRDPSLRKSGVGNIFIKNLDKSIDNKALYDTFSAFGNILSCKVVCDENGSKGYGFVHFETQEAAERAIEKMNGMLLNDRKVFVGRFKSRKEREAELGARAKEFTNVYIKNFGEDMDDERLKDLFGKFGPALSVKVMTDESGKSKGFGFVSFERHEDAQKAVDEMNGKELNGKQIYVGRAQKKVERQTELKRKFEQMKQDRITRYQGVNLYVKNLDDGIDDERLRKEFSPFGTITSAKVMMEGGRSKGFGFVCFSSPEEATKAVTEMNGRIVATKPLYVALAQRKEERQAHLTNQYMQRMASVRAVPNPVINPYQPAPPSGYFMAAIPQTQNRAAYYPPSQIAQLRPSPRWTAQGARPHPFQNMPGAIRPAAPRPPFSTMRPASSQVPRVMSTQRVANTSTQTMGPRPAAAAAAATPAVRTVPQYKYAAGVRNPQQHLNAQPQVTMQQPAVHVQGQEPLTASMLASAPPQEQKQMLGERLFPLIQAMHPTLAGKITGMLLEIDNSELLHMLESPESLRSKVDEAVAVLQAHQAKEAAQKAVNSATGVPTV
Rpn11 inh: inhibitors of human proteasome Rpn11; human 26S proteasome, Ub4-pepOG fluorescence polarization; 20S core pre-blocked with epoxomicin; calls only at 20 µM; 360,000 tested, 0.59% active;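 active = inhibition at 20 µM, scaled to each plate's controls, above about 33%, limit read from the data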
Target sequence (O00487 whole entry, looked up): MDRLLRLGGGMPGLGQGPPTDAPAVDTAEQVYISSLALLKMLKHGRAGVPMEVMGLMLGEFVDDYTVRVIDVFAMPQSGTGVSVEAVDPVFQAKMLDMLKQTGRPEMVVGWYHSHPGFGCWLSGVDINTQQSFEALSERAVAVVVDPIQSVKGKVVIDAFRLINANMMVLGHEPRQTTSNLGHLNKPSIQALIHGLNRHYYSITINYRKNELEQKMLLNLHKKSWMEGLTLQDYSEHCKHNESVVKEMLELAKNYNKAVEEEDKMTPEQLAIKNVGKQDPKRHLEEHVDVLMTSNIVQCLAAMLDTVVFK
STEP inh: STEP (human) phosphatase inhibition | P54829 | recombinant STEP, OMFP fluorogenic substrate, fluorescence | inhibition, % at 20 µM | 360,000 tested, 0.25% active;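 active = inhibition at 20 µM, scaled per plate between control wells, above about 37%, limit read from the data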;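 note: 0% = DMSO with enzyme and substrate and 100% = substrate only without enzyme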
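Test system: STEP tyrosine phosphatase / Reagent: OMFP at 25 µM / Doses: 20 µM, 1% DMSO / Read-out: percent inhibition scaled to no-enzyme and uninhibited-enzyme controls, plate-pattern corrected / Detection: FITC-channel fluorescence of OMFP product / Medium: Bis-Tris buffer pH 6.0, 2.5 mM DTT, 0.005% Tween 20 / Schedule: 20 min at room temperature, dark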
LMPTP inh: LMPTP (human) inhibition; P24666; recombinant LMPTP-A, OMFP fluorogenic substrate, fluorescence intensity; inhibition, % at 20 µM; 360,000 tested, 0.22% active;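 active = compounds that cut the enzyme signal by at least half of the control window in the single-dose screen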;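 note: plate controls were DMSO wells with enzyme plus substrate for no effect and substrate without enzyme for full effect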
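Test system – LMPTP-A phosphatase enzyme · Quantity – 0.625 nM LMPTP-A final · Reagent – OMFP substrate, 400 µM final · Dosing – one test concentration per compound, 20 µM, with 3% DMSO overall · Timing – 50 min enzyme reaction at room temperature, protected from light · Detection – fluorescence intensity · Controls – substrate-only low control, DMSO enzyme-plus-substrate high control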
Tb MetRS inh: blocks T. brucei methionyl-tRNA synthetase activity. 360,000 tested, 0.4% active. purified T. brucei MetRS, ATP depletion, Kinase-Glo luminescence. inhibition, % at 11.9 µM;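 active = inhibition above a per-plate cutoff of the control wells' mean inhibition plus 3 SD, cut at about 5.5% in these data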;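 note: 0% = DMSO wells median and 100% = median of wells with control inhibitor compound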
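Material – parasite MetRS enzyme · Medium – HEPES-MgCl2-KCl buffer plus DTT, spermine, BSA, pyrophosphatase · Reagent – ATP, methionine and E. coli bulk tRNA substrates · Times – 15 min enzyme-compound preincubation, 2 h reaction, 10 min detection, 25 °C · Measured by – luminescence of leftover ATP · Evaluation – percent inhibition relative to median high and low control wells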
NadD inh: blocks S. aureus nicotinate mononucleotide adenylyltransferase; purified NadD enzyme, colorimetric absorbance read-out; inhibition, % at 20 µM; 360,000 tested, 0.78% active; in the data active = inhibition above about 26%; note: some compounds past the cut are filed as inactive
SUMO1 PPI mod: alters human SUMO1 binding to SIM partners | P63165 | SUMO1 binding to a labelled peptide, TR-FRET, 1 h | inhibition, % at 20 µM | 360,000 tested, 0.33% active | AID 602429; in the data active = inhibition above about 37%
Target sequence (P63165 whole entry, looked up): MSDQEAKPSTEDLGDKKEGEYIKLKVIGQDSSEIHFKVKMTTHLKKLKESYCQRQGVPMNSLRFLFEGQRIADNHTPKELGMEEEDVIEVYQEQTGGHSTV
DNMT1 inh: DNMT1 (human) enzyme inhibition | P26358 | DNMT1 molecular beacon, Hinp1I cleavage, fluorescence | inhibition (reported as % activation of signal), % at 10 µM | 360,000 tested, 0.83% active | AID 588458; in the data active = inhibition above about 50%
Scp-1 inhibitor: inhibitors of human Scp-1 phosphatase; Q9GZU7; AID 493091; Recombinant Scp1, phosphopeptide, malachite green phosphate absorbance; 340,000 tested, 0.88% active; inhibition, % at 20 µM;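 active = inhibition above about 50% at 20 µM, limit read from the data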;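 note: plate controls were DMSO wells with enzyme for no effect and wells lacking enzyme for full effect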
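System: truncated SCP-1 phosphatase (76-261aa); medium: Tris acetate buffer pH 5.5 with MgCl2 and Tween-20; incubation: 45 min room-temperature reaction, 5 min colour, 30 min stabiliser; compound: single 20 µM dose, 1% DMSO; reagent: Phosphorylated 17-residue peptide substrate; read-out: % inhibition at 20 µM; technique: colorimetric free-phosphate detection, absorbance 630 nm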
An asterisk follows results filed as active; i = inactive; nt = not tested or not shown; + = active, no number; & = joins results of further samples; ! = not active in a repeat.

SMILES	CSN deneddyl inh	PABP1 MLLE inh	Rpn11 inh	STEP inh	LMPTP inh	Tb MetRS inh	NadD inh	SUMO1 PPI mod	DNMT1 inh	Scp-1 inhibitor
CCC1CCC(C)N(N=O)C1 (stereo not given)	-3.3	3.7	i	-2.2	-2.2	-0.3	-0.6	0.4	-0.7	2.6
COC(=O)C1=C(c2ccc(F)cc2OCc2ccccc2)C[C@@H]2CC[C@H]1N2C(=O)NCc1ccc(Br)cc1	-2.3	11.8	i	7.2	7.3	-0.1	1.2	4.1	-8.9	-13.9
Cc1cccc(OCC(=O)N2CCN(Cc3ccc4c(c3)OCO4)CC2)c1	-1.1	-0.3	i	-0.2	-1.0	-1.1	1.6	2.3	-1.2	-1.3
CCn1cc(C(=O)c2cccs2)c2ccccc21	-2.1	3.0	i	-1.5	-1.0	-0.6	-7.7	1.6	4.4	-8.5
O=C(COc1ccccc1)N1CCN(Cc2c[nH]c3ccccc23)CC1	-3.6	-4.1	i	0.9	-1.7	0.4	-5.1	-1.3	-3.7	-6.9
O=c1cccc2n1CC1CC2CN(c2nc(N3CCCCC3)nc(N3CCCCC3)n2)C1 (stereo not given)	-4.3	7.0	i	-1.6	-3.4	-0.6	1.5	9.9	-1.3	2.6
Cn1c(=O)cc(OCCCC(=O)N2CCC3(CC2)OCCO3)c2ccccc21	-1.9	-2.4	i	-0.2	-1.9	0.0	-6.7	-2.7	-2.0	-12.1
O=C1NCN(c2ccccc2)C12CCN(C(c1nnnn1Cc1ccccc1)C1CC1)CC2 (stereo not given)	7.5	-0.2	i	2.7	0.1	-0.4	7.3	6.8	0.8	nt
Cc1ccc2c(C)cccc2c1	0.4	-9.6	i	0.3	0.5	-0.9	-0.5	3.3	-0.3	2.7
COc1ccc(NC(=O)N2CCC3(CC2)OCCO3)cc1OC	-4.4	14.7	i	0.4	-1.4	-1.2	-0.7	0.2	3.9	-1.0
CCCCCCn1c(=O)c(C(=O)Nc2nc(CC(=O)OCC)cs2)c(O)c2ccccc21	0.9	20.7	i	0.9	-0.3	-0.5	0.9	2.1	2.3	-10.5
Cc1cc(C)cc(NC(=S)NC2CC3CCCC(C2)N3Cc2cccs2)c1 (stereo not given)	-1.2	-29.6	i	0.2	-1.7	-0.9	-5.5	1.0	-3.2	13.0
COC(=O)c1c2[n+](cc3cc(OC)c(OC)cc13)CCc1cc(OC)c(OC)cc1-2	-0.2	7.7	i	2.3	1.4	-0.1	-2.8	-15.2	-7.2	-13.3
Cc1ccc(N2C(=O)NC(=O)/C(=C/c3ccoc3)C2=O)cc1	88.3*	-83.5	+	94.7*	55.6*	-0.1	24.0	102.0*	93.2*	83.8*
O=[N+]([O-])c1ccc(CN2CC=C(c3ccccc3)CC2)cc1	2.6	-10.9	i	1.3	1.2	-0.3	-2.3	-22.0	-1.3	-2.0
COc1cc2c(c(OC)c1OC)-c1ccc(O)c(=O)cc1[C@@H](N)CC2	3.8	-4.0	i	0.2	-2.9	-2.2	-2.1	-0.6	-1.6	-10.0
CCN(CC)c1ccc(CNCCc2ccc(F)cc2)cc1	1.9	-2.7	i	-3.9	-2.9	-0.9	-12.5	-1.6	3.3	-5.4
C=CCn1c(O)c(C(C)=NCC2CCCO2)c(=O)[nH]c1=O (stereo not given)	0.2	6.4	i	-1.6	-0.8	-0.2	-4.7	4.0	1.0	-3.6
CC1CCCC(C2(O)C(=O)Nc3ccccc32)C1=O (stereo not given)	-8.0	-106.7	i	-6.6	-2.7	-0.6	5.8	2.8	-1.8	57.3*
Cc1cc(OCC(=O)NC(Cc2ccc(Cl)cc2)C(=O)O)c2c3c(c(=O)oc2c1)CCC3 (stereo not given)	-0.7	8.2	i	1.0	-1.5	1.3	3.0	12.5	0.5	4.1

Another view of 2 compounds above:
C=CCn1c(O)c(C(C)=NCC2CCCO2)c(=O)[nH]c1=O (stereo not given)
  CSN deneddyl inh: 0.2
  PABP1 MLLE inh: 6.4
  Rpn11 inh: i
  STEP inh: -1.6
  LMPTP inh: -0.8
  Tb MetRS inh: -0.2
  NadD inh: -4.7
  SUMO1 PPI mod: 4.0
  DNMT1 inh: 1.0
  Scp-1 inhibitor: -3.6

CC1CCCC(C2(O)C(=O)Nc3ccccc32)C1=O (stereo not given)
  CSN deneddyl inh: -8.0
  PABP1 MLLE inh: -106.7
  Rpn11 inh: i
  STEP inh: -6.6
  LMPTP inh: -2.7
  Tb MetRS inh: -0.6
  NadD inh: 5.8
  SUMO1 PPI mod: 2.8
  DNMT1 inh: -1.8
  Scp-1 inhibitor: 57.3*

Later entries.
SMILES	CSN deneddyl inh	PABP1 MLLE inh	Rpn11 inh	STEP inh	LMPTP inh	Tb MetRS inh	NadD inh	SUMO1 PPI mod	DNMT1 inh	Scp-1 inhibitor
CCn1ccnc1CN1CCCC(C(=O)c2ccc(SC)cc2)C1 (stereo not given)	-2.3	16.3	i	-3.2	-0.1	-0.9	7.9	-0.5	2.2	-4.6
CCOC(=O)[C@@]1(C#N)C(c2ccc(Cl)c(Cl)c2)[C@H](C(N)=O)N2C=C(C(C)=O)C=C[C@H]21 (stereo not given in full)	10.0	-11.9	i	1.3	1.0	-0.5	10.2	5.9	-15.3	-9.3
Cc1nc2cc([N+](=O)[O-])ccc2c(=O)n1-c1cccc(Br)c1	0.0	7.1	i	3.1	1.1	-0.3	-3.4	-39.1	3.4	-7.3
CCCCOc1ccc(CN2CCN(CCO)CC2)cc1	-4.9	-6.5	i	-1.3	-3.8	-0.1	-4.6	-3.2	0.1	-2.8
C/C=C1\NC(=O)[C@H](C)NC(=O)[C@@H](NC(=O)[C@H](Cc2ccc(O)cc2)NC(=O)[C@@H](NC(=O)/C(C)=C/C)C(C)C)[C@@H](C)OC(=O)[C@H](CCCc2ccc(O)cc2)NC(=O)[C@@H](CCC(=O)O)NC1=O	0.8	2.4	i	4.2	-0.3	-0.8	-2.9	8.6	2.3	nt
CSCCC(c1nnnn1-c1c(C)cccc1C)N1CCC2(CC1)C(=O)NCN2c1ccccc1 (stereo not given)	1.8	15.5	i	2.8	2.7	-1.0	4.1	8.8	-11.1	nt
COc1ccc(CN2CCNCC2)c(OC)c1OC	-5.1&1.0	-0.3&-15.3	i	-2.7&-2.8	-3.9&-2.2	-0.3&0.2	-3.7&2.6	-2.2&-4.7	1.0&-2.5	98.5*!
Cn1ccnc1P(=S)(c1nccn1C)c1nccn1C	-0.6	11.4	i	-1.0	-0.5	-0.9	2.0	-3.9	4.0	3.1
CCCCn1c(O)c(C(C)=NC(Cc2c[nH]c3ccccc23)C(=O)OC)c(=O)[nH]c1=O (stereo not given)	-3.7	6.5	i	-1.9	0.9	0.3	6.1	1.9	-4.6	-7.3
C[C@]12CC[C@H](O)C[C@@H]1CC[C@@H]1[C@@H]2CC[C@]2(C)[C@@H](C(=O)O)C[C@@H]12	-1.2	-5.6	i	-3.4	-1.3	-0.2	1.1	3.3	1.0	-8.1
C[C@@H]1CN([C@@H](C)CO)C(=O)CCCn2nncc2CO[C@H]1CN(C)C(=O)Oc1cccc2ccccc12	-1.3	0.0	i	0.8	-1.6	-1.0	4.8	0.6	1.3	nt
NNC(=O)c1nc[nH]c1C(=O)Nc1ccc(Cl)cc1C(=O)c1ccccc1	-1.7	8.8	i	3.8	-1.1	-0.4	48.3*	2.2	-16.4	-2.2
CCCCn1c(O)c(/C=N/NC(=O)c2ccncc2)c(=O)[nH]c1=S	26.8	-120.0	nt	3.5	-0.6	-0.5	-1.9	-13.9	6.3	30.8
Clc1cc(Cl)c(-c2cc(Cl)c(Cl)cc2Cl)cc1Cl	-2.4	1.7	i	4.0	1.1	-0.7	7.2	6.3	15.8	-9.2
CC(Cc1ccccc1)N1C(=O)c2ccccc2C1=O (stereo not given)	1.7	4.8	i	-1.7	-1.3	-0.4	-8.9	5.2	9.8	-8.7
c1ccc(CN2Cc3ccccc3-n3nncc3C2)nc1	5.8	7.4	i	2.9	-1.6	-0.7	4.3	0.3	2.6	nt
O=C1NC(c2cccnc2)Nc2sc3c(c21)CCCC3 (stereo not given)	4.8	18.8	i	-2.6	0.1	0.2	7.3	15.1	-8.1	-8.1
O=c1[nH]c(=O)n(CCC2=CCCCC2)c(O)c1C=NCCN1CCNCC1	17.7	-66.8	nt	6.2	-0.2	-0.2	20.6	1.0	-1.8	-24.9
O=C(Nc1ccc(Cl)cc1C(=O)c1ccccc1)c1ccco1	1.7	4.4	i	1.2	-0.3	-2.3	-4.8	-4.2	1.2	-6.9
Cc1ccc(-n2c(O)c(C=NCCN(C)C)c(=O)[nH]c2=O)cc1	3.0	-0.7	i	-1.3	-6.7	-0.2	0.5	1.1	1.2	-2.7
CC(C)(C)c1ccc(O)c(CN2CCN(c3ccccc3)CC2)c1	2.5	-6.9	i	0.4	0.7	-0.4	-9.6	-1.4	-0.6	-4.3
CCCCn1c(C)c(C(=O)O)c2cc(OC)c3ccccc3c21	-5.7	13.2	i	-0.2	2.9	-0.6	3.2	8.5	0.3	-10.6
COC(=O)C1=C(c2ccc(-c3ccccc3)c(F)c2)C[C@@H]2CC[C@H]1N2C(=O)NCC1CC1	0.6	6.6	i	-0.3	-0.5	-0.3	-2.8	0.7	0.5	0.6
N#CCN1CCN(c2ccc(C(F)(F)F)cc2)CC1	-5.8	12.5	i	-1.3	-1.7	-0.4	0.0	-1.7	-1.0	-8.3
COC(=O)C1=C(c2ccc(F)cc2OCc2ccccc2)C[C@@H]2CC[C@H]1N2C(=O)NC1CCCCC1	1.4	-18.6	i	7.5	8.2	-0.3	-3.0	5.6	-2.9	-5.8
CCc1ccc(OCC(=O)N2CCN(Cc3ccc4c(c3)OCO4)CC2)cc1	3.8	6.8	i	-0.8	-3.4	-0.5	-0.2	-3.6	-2.9	4.8
COC(=O)C1=C(c2cccc(C#N)c2)C[C@@H]2CC[C@H]1N2C(=O)NCCOc1ccccc1	1.3	12.2	i	-0.9	0.4	-0.3	-0.7	-1.4	2.2	-5.6
CN1CCCC(C(=O)c2ccc(-c3ccccc3)cc2)C1 (stereo not given)	0.1	5.7	i	-2.5	0.5	-0.6	-4.3	-2.1	-1.9	-7.5
COC(=O)CSC1=NP(=S)(SCC(=O)OC)N2CCCC2=C1C#N (stereo not given)	4.3	8.3	i	2.0	-2.3	-0.3	0.7	-1.9	2.8	-2.2

Screening results as filed in PubChem.

An excerpt, so the mix of outcomes need not match the whole.
